Compound activity as filed in PubChem BioAssay.
TbMetRS inhib = blocks T. brucei methionyl-tRNA synthetase activity. purified T. brucei MetRS, ATP depletion, Kinase-Glo luminescence. inhibition, % at 11.9 µM. actives 0.4% (n = 360,000);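 active means inhibition above a per-plate cutoff of the control wells' mean inhibition plus 3 SD, cut at about 5.5% in these data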;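 further: 0% = DMSO wells median and 100% = median of wells with control inhibitor compound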
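Dosing: 11.9 µM single point; system: parasite MetRS enzyme; technique: luminescence of leftover ATP; times: 15 min enzyme-compound preincubation, 2 h reaction, 10 min detection, 25 °C; replicates: each compound tested once; read-out basis: percent inhibition relative to median high and low control wells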
eLon inh = E. coli protease La inhibition; P0A9M0; purified E. coli Lon protease, fluorescence polarization; inhibition, % at 7.94 µM; actives 0.42% (n = 360,000); AID 602123; in the data active means inhibition above about 13%, passing the limit was not always enough;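 further: 0% = enzyme with probe and DMSO and 100% = no enzyme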
Target sequence (P0A9M0 whole entry, looked up): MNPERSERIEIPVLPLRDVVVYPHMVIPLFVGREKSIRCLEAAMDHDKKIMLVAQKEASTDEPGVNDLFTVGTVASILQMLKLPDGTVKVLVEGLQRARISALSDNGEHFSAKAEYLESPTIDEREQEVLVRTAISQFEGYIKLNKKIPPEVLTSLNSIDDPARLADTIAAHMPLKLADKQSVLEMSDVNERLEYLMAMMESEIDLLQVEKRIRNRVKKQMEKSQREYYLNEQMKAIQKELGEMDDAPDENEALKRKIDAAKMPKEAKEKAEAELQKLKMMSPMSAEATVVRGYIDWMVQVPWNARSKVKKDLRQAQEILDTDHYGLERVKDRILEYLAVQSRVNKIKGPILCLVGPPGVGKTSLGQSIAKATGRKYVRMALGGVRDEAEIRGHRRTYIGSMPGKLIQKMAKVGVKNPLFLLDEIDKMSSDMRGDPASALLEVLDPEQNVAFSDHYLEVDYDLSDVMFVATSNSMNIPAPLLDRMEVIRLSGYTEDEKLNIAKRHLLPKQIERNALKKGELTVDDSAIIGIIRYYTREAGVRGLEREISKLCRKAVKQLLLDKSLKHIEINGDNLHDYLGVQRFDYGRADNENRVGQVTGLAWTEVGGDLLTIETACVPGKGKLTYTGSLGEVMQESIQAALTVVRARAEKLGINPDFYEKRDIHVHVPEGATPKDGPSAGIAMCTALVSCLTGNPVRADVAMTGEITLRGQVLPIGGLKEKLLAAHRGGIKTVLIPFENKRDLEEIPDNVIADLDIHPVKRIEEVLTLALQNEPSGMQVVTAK
SKN-1 block = inhibitors of C. elegans SKN-1. C. elegans VP596 Pgst-4::GFP/RFP ratio, acrylamide-induced, 24 h. inhibition, % at 21.8 µM. actives 0.49% (n = 360,000);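 active means interference check ratio from 0.5 to 1.5 plus GFP to RFP signal ratio inhibition reaching or exceeding a fixed threshold, cut at about 30% in these data, passing the limit was not always enough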; further: some compounds called inactive have numbers as strong as hits
FAS TE block = inhibitors of human fatty acid synthase thioesterase domain; recombinant FAS-TE, OMFH fluorogenic substrate, fluorescence endpoint; AID 602261; inhibition, % at 15 µM; P49327; actives 0.67% (n = 360,000);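 active means compounds whose normalised, plate-corrected inhibition of enzyme fluorescence in the single-dose primary screen is 50% or more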;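 further: 0% = DMSO with enzyme and 100% = substrate without enzyme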
CendR NRP1 mod = NRP-1/CendR interaction modulation; O14786; FAM-RPARPAR peptide binding to NRP-1, fluorescence polarization; inhibition, % at 25 µM; actives 0.85% (n = 360,000);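 active means inhibition or corrected inhibition above about 18%, plus a signal ratio from 0.5 to 1.5, limit read from the data, passing the limit was not always enough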; further: strong numbers were not always called active
MLLE-PAM2 inh = inhibitors of microRNA-mediated deadenylation, human PABP1 MLLE binding; inhibition, % at 20 µM; GST-MLLE / FITC-PAM2 fluorescence polarization; AID 588489; actives 0.36% (n = 360,000); in the data active means inhibition above about 35%, passing the limit was not always enough;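 further: plate controls were DMSO wells with GST-MLLE for no effect and wells lacking GST-MLLE protein for full effect; some results filed as inactive read as strong as hits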
MsrA inhibitor = inhibits bovine methionine sulfoxide reductase A; purified bovine MsrA, absorbance read-out; inhibition, % at 15.5 µM; actives 0.75% (n = 360,000); AID 651718; in the data active means inhibition above about 4.5%;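 further: 0% = vehicle wells with enzyme and 100% = reference inhibitor wells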
bovine MsrA act = activators of bovine methionine sulfoxide reductase A. purified bovine MsrA, absorbance read-out. activation, % at 10.6 µM. actives 0.3% (n = 360,000); in the data active means activation above about 7.5%;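 further: 0% = vehicle and 100% = reference activator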
MT1-MMP act inh = inhibitors of human MT1-MMP activation. P50281. HT1080 RFP-PRO-GFP cells, GFP/RFP ratio fluorescence, overnight; percent of plate control window, DMSO zero. GFP/RFP ratio change, % at 20 µM. actives 0.061% (n = 360,000);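 active means GFP/RFP ratio change of at least 30% with cell ATP level not reduced by more than half and red fluorescence within 50% of control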; further: strong numbers were not always called active
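Assay system: HT1080 RFP-PRO-GFP cells | Dosing: 20 µM single dose, 1% DMSO | Incubation: Cells overnight before dosing, compound overnight, 37 °C, 5% CO2 | Evaluation: GFP/RFP fluorescence ratio | Control set: DMSO-only wells and HT1080 RFP-L50D-GFP cell wells as references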
* marks the source's active call; other numbers are inactive results; · = no result given.

SMILES | TbMetRS inhib | eLon inh | SKN-1 block | FAS TE block | CendR NRP1 mod | MLLE-PAM2 inh | MsrA inhibitor | bovine MsrA act | MT1-MMP act inh
CN(Cc1ccccc1)C(=S)NC(=O)c1cccs1 | 0.2 | 1 | -3 | -2 | 20 | 21 | -0.8 | -3 | 3
C=CCN(c1ccccc1OC)S(=O)(=O)c1cccc(C(=O)OCC(=O)c2c(N)n(C)c(=O)n(C)c2=O)c1 | -0.1 | 4 | 14 | 28 | 6 | 0 | -0.5 | -3 | 1
Cc1nn(CCCC(=O)NCc2ccc(F)cc2)c(=O)c2nccn12 | -0.5 | -8 | -1 | -5 | 12 | -15 | 0.3 | 1 | -4
COc1cc(CNC2CCCC2)c(Br)cc1OC1CCCC1 | -0.3 | -6 | -4 | -1 | 9 | 14 | 0.0 | -5 | 1
O=C(OCC(=O)c1ccc[nH]1)c1ccc(Cl)c(Cl)c1 | -0.4 | 6 | -17 | 6 | 12 | -16 | 0.6 | -4 | -3
Cc1ccccc1OCCC(=O)OCC(=O)N1CCN(S(=O)(=O)c2ccc(Cl)cc2)CC1 | -0.6 | 12 | 20 | 24 | 7 | 15 | 0.2 | -1 | 0
COC(=O)c1ccc(N2CCc3ccccc32)c([N+](=O)[O-])c1 | -0.6 | -4 | 2 | 17 | 10 | -2 | 2.0 | -3 | 4
O=C(NCc1cccs1)c1ccc(CS(=O)(=O)c2ccc(Cl)cc2)o1 | -0.9 | -5 | 0 | 4 | 2 | 3 | -0.7 | -13 | 1
CC(NC(=O)c1cc(S(=O)(=O)N2CCCC2)cn1C)c1ccccc1 (stereo not given) | -1.9 | -4 | -10 | -7 | 6 | -4 | 0.1 | -10 | -5
CCc1ccccc1NC(=O)c1cccc(N2C(=O)C3C4CCC(C4)C3C2=O)c1 (stereo not given) | -0.6 | -7 | -9 | -2 | -2 | -6 | -0.1 | -2 | 3
O=C(NC12CC3CC(CC(C3)C1)C2)N1CCN(C(=O)C2CCCO2)CC1 (stereo not given) | -0.2 | -8 | 1 | -4 | -11 | 1 | 0.0 | -4 | 2
COc1ccccc1NC(=O)CN(c1ccc(C)cc1)S(=O)(=O)c1c(C)n[nH]c1C | -0.8 | -3 | -13 | 3 | 12 | 7 | -0.6 | -3 | 4
Cc1nc2c(C)cccc2cc1C(=O)N/N=C/c1cccnc1 | -0.6 | 14 | 5 | -7 | -3 | -7 | 0.4 | -4 | -6
CCC(CO)NC1=C([N+](=O)[O-])C(=O)CC(C)(C)C1 (stereo not given) | -0.9 | 1 | -6 | -11 | -6 | 5 | 2.0 | -6 | 2
COC(=O)c1ccccc1NC(=O)C12CCC(C)(C(=O)O1)C2(C)C (stereo not given) | 0.0 | -12 | 8 | 2 | -6 | 3 | -0.2 | -1 | -2
O=C(Nc1ccc(Cl)cc1)N[C@H]1CC[C@H](CCn2cc(-c3ccccc3F)nn2)O[C@@H]1CO | 1.6 | · | -5 | · | -7 | · | -0.3 | · | 4
CCCNC(=O)c1ccc(Cl)cc1Cl | -0.5 | -2 | 16 | -1 | -8 | 0 | 0.2 | -5 | -1
Cc1ccccc1C(=NCCCN(C)C)c1ccccc1C | -0.5 | 1 | -3 | -7 | -4 | 8 | -0.6 | -3 | -24
COCC[N+]1(C)CCCCC1 | -0.6 | 2 | 4 | -8 | -8 | -112 | -0.8 | -3 | 0
CN(Cc1cccnc1)C(=O)CC1C(=O)NCCN1CC(c1ccccc1)c1ccccc1 (stereo not given) | -0.4 | -5 | 3 | -2 | 3 | 14 | -0.1 | -5 | -1

Molecules listed so far with an NH in an aromatic ring (two):
SMILES | TbMetRS inhib | eLon inh | SKN-1 block | FAS TE block | CendR NRP1 mod | MLLE-PAM2 inh | MsrA inhibitor | bovine MsrA act | MT1-MMP act inh
O=C(OCC(=O)c1ccc[nH]1)c1ccc(Cl)c(Cl)c1 | -0.4 | 6 | -17 | 6 | 12 | -16 | 0.6 | -4 | -3
COc1ccccc1NC(=O)CN(c1ccc(C)cc1)S(=O)(=O)c1c(C)n[nH]c1C | -0.8 | -3 | -13 | 3 | 12 | 7 | -0.6 | -3 | 4

(listing goes on)
SMILES | TbMetRS inhib | eLon inh | SKN-1 block | FAS TE block | CendR NRP1 mod | MLLE-PAM2 inh | MsrA inhibitor | bovine MsrA act | MT1-MMP act inh
CC(=NNC(=O)c1cccc(S(=O)(=O)N2CCOCC2)c1)c1ccccc1 | -0.3 | 0 | -2 | -4 | -8 | 13 | 0.2 | -1 | 0
O=C(NCCc1ccc(F)cc1)Nc1ccccc1Cl | 0.9 | 20 | -3 | 5 | 1 | 2 | -0.2 | -3 | -3
O=C(NCc1ccccc1)C1=C[C@H](c2ccc(C(F)(F)F)cc2)C[C@H](OCCCCO)O1 | 0.2 | -8 | 9 | 14 | -11 | -7 | 2.9 | -9 | 1
N=c1ccn(Cc2cccc(Cl)c2)cc1 | -1.7 | -8 | -6 | -8 | -10 | -10 | 0.1 | -5 | 3
CN(C)c1nc(C#N)nc(N(C)C)n1 | -0.3 | 5 | -6 | -5 | -2 | 1 | -0.9 | -3 | 9
CC(C)C[C@H]1CN([C@@H](Cc2ccc(O)cc2)CN2CCCC2CN2C(=S)NC[C@@H]2Cc2ccccc2)C(=S)N1CC1CCCCC1 (stereo not given in full) | -0.6 | 2 | 6 | -111 | 9 | · | 0.2 | -2 | -1
COCC(=O)Oc1c(S(=O)(=O)c2ccc(C)cc2)c(C)nn1C(C)(C)C | -1.1 | -18 | -18 | -1 | -1 | -18 | 1.7 | -1 | ·
CC(=O)NC(CC(=O)NNC(=O)c1cccs1)c1ccccc1 (stereo not given) | -0.4 | -8 | -1 | -7 | -6 | 7 | -1.5 | -5 | 1
COCCN(CCOC)C(=O)CC(=O)N(CCOC)CCOC | -0.8 | 1 | -16 | -10 | -1 | 1 | 1.3 | 0 | 2
Cc1ccc(N=CC=C2OC(C)(C)C(C)(C)O2)cc1 | -0.5 | 12 | 13 | -8 | 5 | -4 | -0.2 | -3 | ·
Clc1ccc(-c2nnn(Cc3nc4ccccc4s3)n2)cc1 | 0.1 | 3 | 57* | 28 | 3 | 3 | 0.7 | -2 | 1
COc1ccc(Nc2nc(NCc3ccco3)nc(N/N=C/c3ccccc3)n2)cc1 | -0.3 | -2 | 13 | 14 | -4 | 2 | 0.9 | -3 | 6
CCCN1CCc2c(sc3nc(SC)n(-c4ccccc4)c(=O)c23)C1 | 0.3 | -7 | 17 | -20 | -44 | -34 | 2.9 | -4 | -9
CCc1nc(SCC(=O)N2CCCC2)c2ccccc2n1 | -0.1 | -3 | 11 | -5 | -6 | 35 | 0.2 | -4 | -4
CCOC(=O)C1CCCN(C(=O)Cc2ccc(OC)c(OC)c2)C1 (stereo not given) | -1.2 | 9 | -30 | -4 | 7 | 7 | 0.2 | -1 | -3
COc1ccc2c(CC(=O)Nc3ccc(OC)c(S(=O)(=O)N4CCOCC4)c3)coc2c1 | -0.5 | 2 | -1 | -3 | -11 | -5 | -0.9 | -2 | 2
CCOC(=O)N1CCN(C(=O)c2cn(CC)c3ccc(S(=O)(=O)N4CC(C)CC(C)C4)cc3c2=O)CC1 (stereo not given) | 0.1 | 12 | 21 | -3 | -4 | 6 | 0.3 | -5 | -2
COc1cccc(-c2cc(N)nn2C(=O)Nc2ccc(Cl)cc2)c1 | 0.6 | -5 | 20 | 7 | 9 | 3 | -0.3 | 1 | 3
COc1ccc(OC)c(Cc2nnc(CCC(=O)N3CCCCC3)o2)c1 | 0.2 | -14 | 13 | -2 | 12 | 2 | 2.4 | 5 | 0
CC(Nc1nc(-c2cccnc2)nc2ccccc12)c1ccc(F)cc1 (stereo not given) | 0.7 | -7 | 17 | 17 | -3 | 2 | 1.3 | -3 | -5

Single values from the list.
FAS TE block, COCC(=O)Oc1c(S(=O)(=O)c2ccc(C)cc2)c(C)nn1C(C)(C)C → -1
CendR NRP1 mod, CC(=NNC(=O)c1cccc(S(=O)(=O)N2CCOCC2)c1)c1ccccc1 → -8

Next compounds.
SMILES | TbMetRS inhib | eLon inh | SKN-1 block | FAS TE block | CendR NRP1 mod | MLLE-PAM2 inh | MsrA inhibitor | bovine MsrA act | MT1-MMP act inh
CC1CCCC(C)N1CCCNC(=O)c1cc2c(s1)-c1ccccc1OC2 (stereo not given) | -0.5 | -11 | 1 | -5 | 9 | 4 | 2.5 | -5 | 1
CCCCNC(=O)c1cc(C)nc2ccccc12 | -0.5 | 2 | 4 | -5 | 4 | 26 | 0.4 | -5 | -4
CN(C)S(=O)(=O)c1cccc(NC(=O)CSc2nncn2-c2ccccc2)c1 | -0.7 | 4 | -3 | -4 | 2 | -12 | 0.3 | 5 | 1
CCOc1ccc2c(c1)C(=NNC(=O)c1ccccn1)c1cc(OCC)ccc1-2 | -0.3 | 4 | -8 | -1 | 4 | -3 | -0.4 | -5 | -2
O=C(Nc1ccc(NC(=S)NC(=O)c2ccccc2Cl)cc1)c1cccc(Cl)c1 | -0.2 | 5 | 8 | -2 | -3 | 23 | -0.2 | 0 | 4
Cc1nn(CCOc2ccccc2)c(=O)n1-c1c(F)cccc1F | -0.7 | 10 | -4 | -8 | 3 | 11 | -0.4 | -3 | 3
CCSc1ccc(-c2ccco2)nn1 | -0.6 | 5 | 12 | -6 | -1 | 7 | 1.4 | -7 | -2
O=C(CCC(F)(F)F)N1CCCC(CO)(CCc2ccccc2)C1 (stereo not given) | -0.7 | 0 | -14 | 0 | -2 | -4 | 2.0 | -2 | -1
CC1(C)CC2CC(C)(CN2C(=O)COC(=O)c2cccc(O)c2)C1 (stereo not given) | -0.2 | -7 | -20 | -2 | 10 | -1 | -0.3 | -3 | -5
CCOC(=O)c1c(NC(=O)COC(=O)CC(NC(C)=O)c2ccccc2)sc(C(=O)NC)c1C (stereo not given) | -0.4 | 18 | 0 | -4 | 10 | 1 | 0.1 | -5 | 3
CN(CC(=O)NCc1ccc(F)cc1)S(=O)(=O)c1ccc2c(c1)c(=O)n(C)c(=O)n2C | -0.2 | -7 | 3 | 1 | 9 | -2 | 0.7 | -3 | -2
COc1ccc(NC(=S)NNS(=O)(=O)c2ccc3ccccc3c2)c(OC)c1 | -0.2 | -4 | 7 | -2 | 7 | -22 | 1.5 | -6 | 3
CCN(CC)CC(=O)N1CCCC(N2CCN(c3cccc(C(F)(F)F)c3)CC2)C1 (stereo not given) | -0.4 | 1 | 10 | -5 | 11 | 2 | 0.5 | 0 | 4
Cc1cc(C)c2cc(CN(Cc3cccnc3)C(=O)c3ccc(F)cc3)c(Cl)nc2c1 | -1.3 | -4 | 2 | 3 | 3 | -1 | 1.9 | -8 | 1
O=C(Nc1ccc(Cl)cc1Cl)c1cccc(N2C(=O)C=CC2=O)c1 | 1.6 | -3 | 3 | 24 | -1 | 11 | 1.0 | -5 | -2
COc1ccc(C2N=C(c3ccccc3)NC(c3ccccc3)=N2)cc1 | -1.1 | -1 | 10 | 10 | 13 | -10 | -0.2 | -10 | 2
CCOc1ccc(CNC(=O)c2ccccc2NC(=O)C2=CSCCO2)cc1 | 0.0 | -6 | -11 | 18 | 13 | -1 | 0.5 | -3 | -4
Fc1ccc(NCc2nnc3n2CCCCC3)cc1 | -0.6 | 9 | 5 | -7 | 8 | 6 | 1.0 | -1 | -1
CCOc1ccc2ccccc2c1C(=O)N1CCN(c2ccccc2)CC1 | -0.4 | -1 | 4 | 7 | -11 | -2 | 0.5 | -6 | -9
O=C(O)C1CCC(CNCc2ccncc2)CC1 (stereo not given) | 0.8 | 1 | 30 | -5 | 5 | 9 | -1.3 | 2 | -2
N#CCCN(C(=O)Nc1ccc(Cl)c(Cl)c1)C1CCCCC1 | -0.2 | 3 | -5 | 21 | 3 | 5 | 1.7 | -3 | -2
